GAA glycogen mod: inhibitors or activators of human alpha-glucosidase glycogen cleavage. P10253. recombinant GAA, glycogen substrate, Amplex Red glucose oxidase fluorescence. Potency, µM (doses to about 76.4 µM), inactives show at the top dose activity change, negative = inhibition, usual class: inhibitors. hit rate 0.38% among 300,000. AID 2100;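 also: 0% = full enzyme reaction and -100% = no-enzyme basal signal; the screen sought inhibitors and activators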
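Recombinant human alpha-glucosidase (4 nM final) hydrolysed bovine liver glycogen (30 ug) for 40 min at 37 C in pH 5.0 citrate/phosphate with 0.01% Tween-20. Released glucose detected by glucose oxidase/Amplex Red, Ex 573/Em 610 nm. Compounds up to 77 uM; AC50 from Hill fits.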
JMJD2E inh: JMJD2E (human) inhibition; Potency, µM (titrated, usually from 57.1 µM), for the others: top-dose activity change, negative = inhibition, actives largely listed as inhibitors; JMJD2E catalytic domain, FDH-coupled NADH fluorescence (FDH is formaldehyde dehydrogenase); hit rate 1.6% among 230,000; AID 2147; B2RXH2; active = well fitted inhibition curve with a large enough effect, not every such curve was filed as active; inconclusive = small, poorly fitted or top-dose-only effect, or another doubt; inactive = no such curve, though single readings can be large or run the other way;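 also: 0% = wells with enzyme and -100% = buffer wells without enzyme; nearly all actives have a fitted effect of over 50% in size; many of its hits are not listed in these tables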
Target sequence (B2RXH2 1-337 limits assumed): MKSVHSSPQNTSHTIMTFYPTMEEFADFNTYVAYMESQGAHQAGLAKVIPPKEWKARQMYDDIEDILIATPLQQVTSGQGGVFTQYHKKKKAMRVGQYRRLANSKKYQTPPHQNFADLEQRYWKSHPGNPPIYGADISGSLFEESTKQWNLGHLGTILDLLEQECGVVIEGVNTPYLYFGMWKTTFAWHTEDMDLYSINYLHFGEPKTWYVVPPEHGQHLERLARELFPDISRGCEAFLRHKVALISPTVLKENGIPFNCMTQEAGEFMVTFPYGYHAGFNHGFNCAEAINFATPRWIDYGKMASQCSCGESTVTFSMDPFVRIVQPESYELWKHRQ
RGS12 GoLoco inh: blocks human Gai1 binding to RGS12 GoLoco peptide, red readout. Potency, µM (highest dose often 61.6 µM), inactives show top-dose activity, negative = inhibition, hits mostly inhibitors. Gai1:RGS12 GoLoco peptide FP, rhodamine, 10 min. hit rate 0.44% among 230,000. P63096; active = well fitted inhibition curve with a large enough effect, not every such curve was filed as active; inactive = no such curve, though single readings can be large or run the other way; also: % is scaled to controls: 0 for no effect and ±100 for the full control effect; nearly all actives have a fitted effect of over 30% in size; many of its hits are not listed in these tables
Target sequence (P63096 whole entry, looked up): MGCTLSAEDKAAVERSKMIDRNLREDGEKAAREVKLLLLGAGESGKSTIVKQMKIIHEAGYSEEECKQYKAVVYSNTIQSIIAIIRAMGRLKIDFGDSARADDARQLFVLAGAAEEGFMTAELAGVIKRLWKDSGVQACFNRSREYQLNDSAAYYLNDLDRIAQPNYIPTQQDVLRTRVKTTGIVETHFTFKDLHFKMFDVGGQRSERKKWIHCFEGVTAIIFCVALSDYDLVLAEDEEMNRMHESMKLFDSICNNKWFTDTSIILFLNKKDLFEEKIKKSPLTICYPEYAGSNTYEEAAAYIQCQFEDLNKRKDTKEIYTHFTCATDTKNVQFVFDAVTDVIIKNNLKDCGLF
SMN2 splice up: increases expression of the SMN2 splice variant; HEK293 SMN2-luciferase splicing reporter, luminescence, 30-36 h; Potency, µM (top dose mostly 46.1 µM), inactives show top-dose activity change, positive = activation, usual class: activators; hit rate 2.8% among 210,000; also: % of control where 0% means no effect; nearly all actives have a fitted effect of over 55% in size
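HEK293 cells carry an SMN2 […]–luciferase reporter in which exon 7 inclusion puts luciferase in frame. Cells were plated 10-12 h before compound addition, then incubated 30-36 h at 37C. ONE-Glo luminescence was read; sodium butyrate at 4.5 mM final served as control.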
GAA inhib: alpha-glucosidase (human) inhibition; P10253; purified human GAA, 4-MU-alpha-glucoside fluorescence; Potency, µM (highest dose often 76.9 µM), without a hit: top-dose activity change, negative = inhibition, usual class: inhibitors; hit rate 0.005% among 200,000;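 also: plate controls were uninhibited enzyme wells for no effect and no-enzyme background for full effect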
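Enzyme (4 nM final) mixed with compound (up to 77 uM), then 4-MU-alpha-D-pyranoside (400 uM final) added; 20 min at room temperature, pH 5.0. Reaction stopped at pH 10, fluorescence read, AC50 derived by Hill fit.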
GAA spleen mod: lysosomal alpha-glucosidase (human) modulation | P10253 | human spleen homogenate, 4-MU-alpha-glucoside fluorescence | Potency, µM (titrated, usually from 79.9 µM), for inactives: at the highest dose activity change, negative = inhibition, most hits filed as inhibitors | hit rate 0.006% among 240,000 | AID 2112;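 also: 0% = enzyme with vehicle and -100% = no enzyme basal signal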
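Human spleen homogenate (1 ug) with 4-methylumbelliferyl-alpha-D-glucopyranoside (1 mM final) in 50 mM citrate/phosphate pH 5.0, 0.01% Tween-20; 40 min at 37 C. Stopped at pH 10; 4-MU fluorescence Ex 365/Em 440 nm; AC50 by Hill fit.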
ALDH1A1 block: blocks purified human ALDH1A1 activity; Potency, µM (top dose mostly 75.3 µM), for the others: top-dose activity, negative = inhibition, actives largely listed as inhibitors; P00352; hit rate 7.3% among 220,000; Purified ALDH1A1, NADH fluorescence, propionaldehyde substrate; active = well fitted inhibition curve with a large enough effect, not every such curve was filed as active; inconclusive = small, poorly fitted or top-dose-only effect, or another doubt; inactive = no such curve, though single readings can be large or run the other way;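 also: plate controls were no enzyme wells and a reference inhibitor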
GLA spleen mod: alpha-galactosidase A (human) modulation. Potency, µM (highest dose often 80 µM), inactives show top-dose activity change, negative = inhibition, actives largely listed as inhibitors. hit rate 0.008% among 240,000. AID 2107. human spleen homogenate, 4MU-alpha-Gal fluorescence, 40 min. P06280;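 also: 0% = enzyme with vehicle and -100% = no enzyme basal signal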
Target sequence (P06280 32-429 limits assumed): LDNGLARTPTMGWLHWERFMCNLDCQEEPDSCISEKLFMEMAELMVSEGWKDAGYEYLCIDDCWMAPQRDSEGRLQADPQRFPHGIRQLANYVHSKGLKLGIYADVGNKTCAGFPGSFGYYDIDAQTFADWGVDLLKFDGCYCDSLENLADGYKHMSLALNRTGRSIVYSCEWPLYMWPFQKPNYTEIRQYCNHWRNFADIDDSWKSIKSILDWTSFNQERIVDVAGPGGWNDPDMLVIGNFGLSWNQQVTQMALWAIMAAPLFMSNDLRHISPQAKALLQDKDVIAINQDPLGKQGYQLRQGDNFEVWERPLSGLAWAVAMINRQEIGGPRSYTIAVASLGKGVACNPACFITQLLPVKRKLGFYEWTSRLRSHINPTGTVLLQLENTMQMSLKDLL
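Inhibition or activation of alpha-galactosidase in human spleen homogenate is scored by 4-MU fluorescence after 40 min at 37C, pH 5.0, with 1 mM substrate. AC50s come from concentration-response fitted to the Hill equation.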
* = called active by the depositor; u = inconclusive; x = not tested or not shown; [ ] = another dose, or the depositor's remark. Unless noted, calls follow the shape of the dose curve; as a rule, active = well fitted curve in the direction sought with a large enough effect; inconclusive = small, poorly fitted or top-dose-only effect, or another doubt; inactive = no such curve, though single readings can be large; an effect the other way counts as inactive or inconclusive. Potency is read from the fitted curve at half-maximal effect. Not all compounds are listed. The share of hits here may be higher or lower than overall.

entry | GAA glycogen mod | JMJD2E inh | RGS12 GoLoco inh | SMN2 splice up | GAA inhib | GAA spleen mod | ALDH1A1 block | GLA spleen mod | Compound
1 | u | u | 7% | -27% | -1% | -5% | u | 4% | Cc1cccc2nc(-c3ccco3)c(Nc3ccc4c(c3)OCCO4)n12
2 | 21% | 19% | 7% | 7% | -1% | 1% | u | -2% | O=C(CSc1nncn1-c1ccccn1)Nc1cccc(Cl)c1
3 | -3% | -4% | -2% | 8% | -5% | 0% | -16% | -3% | CCn1c(O)c(N=NC(=O)CNc2ccc(C)cc2)c2ccccc21
4 | 8% | 11% | 12% | -44%[inhibitor] | 0% | 8% | 5% | 2% | O=C(COc1ccccc1Br)NC1CCCC1
5 | 3% | 2% | 3% | x | -5% | 3% | -5% | 5% | O=[N+]([O-])c1cccc(-n2nnnc2CN2CCCC2)c1
6 | -3% | 3% | 1% | -8% | 1% | 0% | 13% | 8% | CC(Cn1cnc2ccccc21)C(=O)O (configuration not stated)
7 | 1% | 5% | 1% | 2% | 0% | -1% | -2% | -3% | Cc1ccccc1-n1nc2c(c1NC(=O)c1cc3ccccc3oc1=O)CS(=O)(=O)C2
8 | -10% | -1% | -9% | -2% | u | 1% | -6% | 6% | CCOc1ccccc1N1CCN(S(=O)(=O)c2ccc(F)c(F)c2)CC1
9 | -3% | 10% | 0% | 4% | 6% | 0% | 0.02µM* | 3% | Cc1cccc2c1N(CC(=O)OC(C)C)C(=O)C2=O
10 | -8% | u | -3% | -2% | u | -1% | -28% | -8% | COCCn1c(SCc2ccc(C(=O)OC)o2)nc2ccccc2c1=O
11 | -4% | -6% | 9% | -10% | -3% | 0% | u | 5% | COC(=O)c1ccc(OCC2c3cc(OC)c(OC)cc3CCN2C(=O)C2CC2)cc1 (configuration not stated)
12 | 5% | u | -6% | -11% | -1% | -1% | u | 4% | N#CC1=C2C=CC=CN2CC1=O
13 | 7% | -4% | 14% | -1% | 8% | -1% | -12% | -5% | O=C(Nc1ccccc1Oc1ccccc1)c1ccccc1F
14 | 1% | -4% | 3% | u | 3% | -8% | u | 3% | Cc1ccc(C)c(C(=O)CSc2nnnn2C(C)C)c1
15 | x | x | 30% | x | x | -4% | -12% | -10% | COCCNc1nc(-c2ccoc2)nc2ccccc12
16 | 6% | 10% | -4% | 14% | -3% | -6% | 0.4µM* | -6% | Cc1ccc(S(=O)(=O)NCC(C)NS(=O)(=O)c2ccc(C)cc2)cc1 (configuration not stated)
17 | -18% | -5% | 11% | x | u | 7% | u | 5% | CC(C)OC(=O)CC1C(=O)NCCN1C(=S)NC(=O)c1cccs1 (configuration not stated)
18 | 9% | -5% | -15% | -12% | 1% | -2% | 1% | -6% | CCn1c(=O)c2c(nc3n2CCN3c2ccccc2)n(C)c1=O
19 | 2% | -9% | -7% | -76%[inhibitor] | 0% | 3% | 2% | 1% | O=C(O)c1ccc(N2C(=O)CSC2c2cccc([N+](=O)[O-])c2)cc1 (configuration not stated)
20 | -11% | 6% | -8% | 14% | -3% | -3% | 4% | -4% | CS(=O)(=O)N1CCN(c2nc3ccccc3s2)CC1
21 | 5% | -3% | -17% | -63%[inhibitor] | 2% | -6% | -15% | 0% | COc1cc(NS(=O)(=O)c2ccc(C)cc2C)cc(OC)c1OC
22 | -7% | 6% | 15% | x | 14% | 3% | 2% | 4% | CCOc1ccccc1NC(=S)N1CCC(NC(=O)c2ccco2)CC1
23 | 3% | u | 57%[activator] | -42%[inhibitor] | u | -9% | u | 6% | O=C(COc1ccc(/C=N/NC(=O)c2cc3ccccc3o2)cc1Br)Nc1ccccc1
24 | 4% | -9% | -17% | -19% | -6% | -4% | -2% | -1% | CCOC(=O)Cc1c(C)nc2c(-c3ccc(OC)cc3)c(C)nn2c1C
25 | -14% | -2% | 0% | x | -10% | -8% | -11% | 12% | CCc1ccc(OCC(=O)N2c3ccccc3CCc3ccccc32)cc1

Some of the entries so far, screen by screen:
24. CCOC(=O)Cc1c(C)nc2c(-c3ccc(OC)cc3)c(C)nn2c1C
1. Cc1cccc2nc(-c3ccco3)c(Nc3ccc4c(c3)OCCO4)n12

Assay by compound	24	1
GAA glycogen mod	4%	u
JMJD2E inh	-9%	u
RGS12 GoLoco inh	-17%	7%
SMN2 splice up	-19%	-27%
GAA inhib	-6%	-1%
GAA spleen mod	-4%	-5%
ALDH1A1 block	-2%	u
GLA spleen mod	-1%	4%

Further results follow.
entry | GAA glycogen mod | JMJD2E inh | RGS12 GoLoco inh | SMN2 splice up | GAA inhib | GAA spleen mod | ALDH1A1 block | GLA spleen mod | Compound
26 | -7% | 5% | -8% | -6% | -12% | 0% | 5% | 1% | Cc1nn(C)c(C(=O)Nc2ccn(Cc3c(F)c(F)cc(F)c3F)n2)c1[N+](=O)[O-]
27 | -3% | u | -5% | -19% | -6% | -8% | u | -5% | CCOc1ccc(NC(=S)Nc2cc(OC)c(Cl)cc2OC)cc1
28 | -8% | 6% | 1% | 0% | -9% | -4% | 5% | 7% | Cc1ccc(N2C(=O)CC(n3nc(C)cc3C)C2=O)cc1 (configuration not stated)
29 | -1% | -22% | 7% | 21% | -9% | -1% | u | -1% | COc1cccc(CN(C)CC(=O)Nc2ccccc2C(=O)Nc2ccccc2)c1
30 | 5% | 0% | 3% | -19% | -13% | -5% | 3% | -6% | CC(C)(C)n1nnnc1C(c1ccccn1)N(Cc1ccccc1)Cc1ccc(Cl)cc1 (configuration not stated)
31 | 2% | -1% | 3% | -18% | -3% | -18% | -2% | -8% | O=C(NC1=NCCS1)c1cc(-c2ccccc2)nn1-c1ccccc1
32 | -2% | 2% | -7% | -2% | 4% | 4% | -3% | 12% | Cc1ccc(CN2C(=O)CCC2C(=O)NC2CC2)cc1 (configuration not stated)
33 | -6% | 4% | 2% | x | x | -13% | x | 1% | CC(=O)Nc1ccc(SC[C@H](c2ccccc2)N2CCN(CCc3ccccc3)CCC2=O)cc1
34 | -7% | -6% | 9% | -22% | -14% | -5% | 1% | 3% | O=C(Nc1ccccc1O)c1cc(S(=O)(=O)N2CCOCC2)ccc1Cl
35 | -4% | 8% | 0% | 6% | -2% | 3% | -3% | 1% | O=C(NCN1CCN(c2ccccc2F)CC1)c1cccnc1
36 | 14% | -6% | 19% | -10% | 5% | -4% | 0% | 2% | CCN(CC)CC(=O)Nc1sc2c(c1C(=O)c1ccccc1C)CCC2
37 | 4% | -12% | 1% | x | x | 0% | x | 1% | CCN1CCN(Cc2ccc(NC(=O)c3ccc(C)c(NC(=O)c4nccn4C)c3)cc2C(F)(F)F)CC1
38 | -4% | u | 1% | 1% | 10% | 7% | u | 9% | COc1ccc(-n2c(O)c(/C=N/n3cnnc3)c3ccccc3c2=O)cc1
39 | 7% | 1% | 10% | 1% | 1% | 2% | 4% | 3% | Cc1ccc(S(=O)(=O)NC(=O)NCc2ccccc2)cc1
40 | -4% | 0% | 8% | -9% | 6% | x | 3% | 0% | Cc1ccc(C)c(S(=O)(=O)N2CCCOC2CNC(=O)C(=O)NCc2cccnc2)c1 (configuration not stated)
41 | 1% | 4% | 4% | 18% | 5% | 6% | -8% | 3% | O=C(COC(=O)/C=C/c1ccco1)NCc1ccccc1
42 | 2% | 0% | -13% | x | 0% | 1% | u | 6% | Cc1ccc(CNC(=O)CCC2CCCN(C(=O)CCC(F)(F)F)C2)o1 (configuration not stated)
43 | u | u | 0% | -1% | 10% | 8% | u | 3% | CC1(C)CC(=O)C2=C(C1)Nc1cc3c(cc1C2c1ccc(F)cc1)OCO3 (configuration not stated)
44 | 4% | 6% | 7% | -9% | -1% | 6% | -4% | 11% | O=C(NC1CCN(C(=S)NCc2ccco2)CC1)C1CCCCC1
45 | 7% | 6% | 3% | -13% | 5% | -12% | -2% | -25% | CCN(C(=O)c1ccccc1Cl)c1ccccc1
46 | -10% | 2% | -2% | -10% | 0% | 3% | 4.5µM* | 7% | CCCCn1nnnc1SCC(=O)Nc1ccc2c(c1)OCCO2
47 | -3% | -6% | 4% | 12% | 4% | 7% | 2% | 7% | c1ccc(CNCCN2CCNCC2)nc1
48 | 3% | 3% | 0% | 4% | -8% | -6% | -15% | 3% | COCCSc1ccccc1C(=O)N1CCCC1
49 | 10% | 8% | 47%[activator] | -3% | 0% | -6% | -11% | -4% | C=CCN1C(=O)CS/C1=N\S(=O)(=O)c1ccc(Cl)cc1
50 | 8% | -1% | 9% | -18% | -2%[15.4 µM] | -2% | 3% | -1% | Cc1c(Cl)cccc1NC(=O)CN1C(=O)CSc2ncccc21
51 | -1% | -20% | 8% | -1% | -7% | -5% | -5% | 0% | CN(Cc1nc2ccccc2c(=O)[nH]1)Cc1cc(=O)oc2ccc3ccccc3c12
52 | 2% | u | -2% | x | x | -4% | x | -11% | Cc1cc(C)n2cc(CSc3ccc(Cl)cc3)nc2n1
53 | 7% | -6% | 9% | 0% | -5% | -10% | 0% | -2% | CC(C)(C)c1n[nH]c2c1CCCC2
54 | 7% | 1% | 20% | x | x | -2% | x | 0% | O=C1NC(=Nc2ccccc2)S/C1=C\c1cccnc1
55 | -6% | 1% | 7% | -13% | -2% | 6% | 1% | 9% | COc1ccc(N(C(=O)c2ccc(Br)o2)C2C=CS(=O)(=O)C2)c(OC)c1 (configuration not stated)
56 | -2% | 3% | 2% | -2% | -7% | -6% | 0% | 7% | COc1ccc(NC(=O)c2cc([N+](=O)[O-])nn2Cc2ccccc2)c(C)c1
57 | -7% | -1% | 4% | -15% | -1% | -1% | 7% | 3% | CCOC(=O)/C=C1\SCC(=O)N1Cc1ccc(Br)cc1
58 | 3% | 0% | -1% | -9% | 5% | -1% | u | -7% | COc1ccc(C(=O)NCc2nnc(SC)n2Cc2ccccc2)cc1
59 | 8% | 1% | 2% | -8% | -1% | 3% | u | 2% | O=C(NCCCN1CCN(c2cccc(Cl)c2)CC1)C1CCC(=O)N1Cc1ccccc1Cl (configuration not stated)
60 | 5% | -2% | 8% | -9% | -3% | -2% | -1% | -2% | Nc1c([N+](=O)[O-])cc(-c2cnc[nH]2)cc1[N+](=O)[O-]
61 | 7% | -4% | 7% | x | -22% | -1% | u | 3% | COc1ccc(/C=C/C(=O)Nc2ccccc2)cc1S(=O)(=O)N1CCOCC1
62 | 7% | 5% | 7% | x | -1% | 1% | 22µM* | -2% | COc1ccc(-c2[nH]ncc2CN(Cc2nccn2C)C(C)C)c(F)c1
